# Compound activity as filed in PubChem BioAssay.
# DT40 TDP1 CPT – growth inhibition of DT40 Tdp1-/-;hTDP1 cells with camptothecin (screen for TDP1 inhibitors). Potency, µM (titrated, usually from 46.2 µM), for the others: at the top dose activity change, negative = growth inhibition, actives largely listed as inhibitors. 420,000 compounds, 12% hits. chicken DT40 Tdp1-/-;hTDP1 cells + 20 nM CPT, ATP luminescence, 48 h; note: nearly all actives have a fitted effect of over 55% in size
#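 Cell growth measured by CellTiter-Glo luminescence after a minimum 48 h, 37 C compound exposure with 20 nM CPT in Tdp1-knockout DT40 cells stably expressing hTDP1, seeded 400/well; qHTS titration format.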
# GCN5L2 inh – blocks human GCN5L2 histone acetyltransferase. 390,000 compounds, 0.21% hits. Q92830. AID 504327. GCN5L2 HAT assay, ThioGlo1 CoA-SH fluorescence. Potency, µM (highest dose often 58.9 µM), without a hit: top-dose activity change, negative = inhibition, hits mostly inhibitors
#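 Fluorescence readout, Ex340nm/Em540nm: ThioGlo1 (50uM final) reacts with free CoA thiol released as 20nM GCN5L2 acetylates H3(1-25) peptide (75uM) using acetyl-CoA (70uM). Compound and enzyme sat 15 min beforehand; 20 min room-temperature reaction.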
# FEN1 inhibitor – human FEN1 inhibition; P39748; Recombinant FEN1 flap cleavage, fluorescence, 15 min; Potency, µM (series often up to 114 µM), inactives show at the top dose activity change, negative = inhibition, actives largely listed as inhibitors; 390,000 compounds, 0.35% hits; AID 588795; note: nearly all actives have a fitted effect of over 65% in size
# Target sequence (P39748 whole entry, looked up): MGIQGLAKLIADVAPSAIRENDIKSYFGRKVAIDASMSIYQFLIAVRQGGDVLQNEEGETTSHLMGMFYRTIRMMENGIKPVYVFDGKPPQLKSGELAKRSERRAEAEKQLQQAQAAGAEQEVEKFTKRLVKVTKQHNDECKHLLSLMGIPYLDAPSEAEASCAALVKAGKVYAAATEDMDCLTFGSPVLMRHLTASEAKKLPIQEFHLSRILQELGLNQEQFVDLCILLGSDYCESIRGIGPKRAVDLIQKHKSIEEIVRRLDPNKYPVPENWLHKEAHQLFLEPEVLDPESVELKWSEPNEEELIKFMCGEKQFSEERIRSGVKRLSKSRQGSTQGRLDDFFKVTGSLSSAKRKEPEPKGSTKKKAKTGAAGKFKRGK
#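 Quantitative HTS format: each compound was titrated, incubated with 10 nM nuclease for 15 min at room temperature, then challenged with flap substrate at 50 nM final. Signal change over 15 min gave concentration–effect curves.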
# Active calls of the source: *; ? = inconclusive; / = no result given; & = joins results of further samples; [ ] = another dose, or the depositor's remark. Calls come from the whole dose curve; as a rule, active = well fitted curve in the direction sought with a large enough effect; inconclusive = small, poorly fitted or top-dose-only effect, or another doubt; inactive = no such curve, though single readings can be large; an effect the other way counts as inactive or inconclusive. % is set by controls: 0 for no effect and ±100 for the full control effect; potency is the fitted concentration of half-maximal effect.
# Order of values – DT40 TDP1 CPT | GCN5L2 inh | FEN1 inhibitor
CC(=O)Nc1ccccc1NS(=O)(=O)c1ccccc1[N+](=O)[O-]
→ -1% | -9% | -6%&5%
O=C(CSc1nccc(=O)[nH]1)c1c[nH]c2ccccc12
→ -3% | -12% | 14%
COc1ccc(/C=N/NC(=O)c2cccc(C(F)(F)F)c2)cc1
→ 1% | -9% | 9%
O=C(NCCCCc1ccccc1)C12CN(Cc3ccccc3)CC1C(c1cccc([N+](=O)[O-])c1)=NO2 (stereo unspecified)
→ -25% | -3% | -2%
OCCN1CCN(CCCN2c3ccccc3C=Cc3ccccc32)CC1
→ 8.4µM* | -2%&4%&-2% | /
Cc1cccc(N(Cc2ccc(Cl)cc2)S(C)(=O)=O)c1
→ 6% | -18% | 7%
CC(=O)N(c1ccc2oc(=O)sc2c1)S(=O)(=O)c1ccc(C)cc1
→ ? | -9% | -4%
CCc1nn(-c2ccccc2)c(N)c1-c1ccc(OC)c(OC)c1
→ 3% | 0% | -3%
Cn1nc(C(=O)OCC(=O)c2ccccc2)c2ccccc2c1=O
→ -22% | -2% | -1%
O=c1[nH]c2c(s1)C(c1ccc(O)cc1)C1C3CCC(C3)C1S2 (stereo unspecified)
→ -18% | -3% | 3%
CN(C)S(=O)(=O)c1ccc(Cl)c(NC(=O)CSc2nc3c(cc2C#N)C(=O)CC(C)(C)C3)c1
→ ? | -11% | 15%
Cc1ccc(S(=O)(=O)N2CCN(CC(=O)Nc3ccccc3C(=O)NC3CC3)CC2)cc1
→ ? | -10% | -3%
CCCSc1nnc(CNS(=O)(=O)c2ccc(C)cc2)n1C
→ -12% | 0% | 15%
CCN(CC)S(=O)(=O)c1ccc2oc(Nc3ccc(OC)cc3OC)nc2c1
→ ? | -4% | -15%
COc1ccc(C(=O)NCCCCCCNC(=O)c2ccc(OC)cc2)cc1
→ -2% | -5% | -1%
Cc1ccc(NC(=O)c2cccs2)cc1NC(=O)c1ccc(F)cc1
→ 7% | -2% | -6%
COc1cccc(N2CC(NS(=O)(=O)c3cccnc3)CC2=O)c1 (stereo unspecified)
→ -15% | -2% | -4%
Cc1c(Cl)cccc1NC(=O)Cn1c(=O)nc(-c2ccccc2)c2ccccc21
→ ? | -1% | 1%
COc1cccc(N(C(=O)CS(=O)CC(=O)Nc2ccc(F)cc2)C(C(=O)NC2CCCCC2)c2cccs2)c1 (stereo unspecified)
→ ? | 9% | -2%
CC(=O)c1cccc(NC(=O)N[C@@H](CC(C)C)C(=O)O)c1
→ 2% | 2% | -1%

# Three compounds drawn at random from the list so far, as already listed:
# Order of values – DT40 TDP1 CPT | GCN5L2 inh | FEN1 inhibitor
COc1ccc(/C=N/NC(=O)c2cccc(C(F)(F)F)c2)cc1
→ 1% | -9% | 9%
OCCN1CCN(CCCN2c3ccccc3C=Cc3ccccc32)CC1
→ 8.4µM* | -2%&4%&-2% | /
CC(=O)c1cccc(NC(=O)N[C@@H](CC(C)C)C(=O)O)c1
→ 2% | 2% | -1%

# The listing continues.
# Order of values – DT40 TDP1 CPT | GCN5L2 inh | FEN1 inhibitor
Cn1c(CNC(=O)c2ccc(Cl)cc2)nnc1SCC(=O)Nc1sc2c(c1C#N)CCCC2
→ 22% | -2% | -21%
O=C(Nn1c(C2CCCCC2)nc2ccccc2c1=O)c1ccc([N+](=O)[O-])cc1
→ 8% | -1% | -3%
CCOc1cc(/C=C2\SC(=S)N(NS(=O)(=O)c3ccc(C)cc3)C2=O)ccc1O
→ -14% | / | -34%
CCn1cc(C(=O)OCC(=O)c2cc(C)n(-c3ccc(OC(F)F)cc3)c2C)c(=O)c2ccc(C)nc21
→ ? | -15% | 8%
Cc1cc(C(=O)O)c2ccccc2n1
→ 10% | -4% | 5%
C/C(=N/NS(=O)(=O)c1cccc([N+](=O)[O-])c1)c1c[nH]c2ccccc12
→ 3% | -2% | -1%
COc1ccc2cc(C3=CC(=O)C[C@H](c4ccc5c(c4)OCO5)C3)ccc2c1
→ ? | -4% | 17%
CCc1nnc2c3ccccc3nc(N3CCN(c4cc(C)ccc4C)CC3)n12
→ ? | 26% | 4%
Nc1cccc2c1C(=O)N(CCOc1ccccc1F)C2=O
→ -2% | -24% | 4%
O=C(CCNC(=O)c1ccc([N+](=O)[O-])cc1)Nc1ccc(N2CCOCC2)cc1N1CCOCC1
→ 2% | -6% | 20%
Cc1ccc(-c2nc3ccc(Cl)cc3n2OC(C)C(=O)O)cc1 (stereo unspecified)
→ -10% | -2% | 2%
CCc1noc(C)c1C(=O)OC(C)C(=O)Nc1ccc(Cl)cn1 (stereo unspecified)
→ -6% | -5% | 1%
O=C(N/N=C/c1ccc2c(c1)OCO2)c1cc(-c2ccco2)nc2ccccc12
→ 9.2µM* | -9% | 11%
CCOc1ccccc1NC(=O)C(OC(=O)c1ccc(CC)cc1)c1ccccc1 (stereo unspecified)
→ 16µM* | -15% | -2%
O=C(Cc1ccccc1)NCC(=O)OCc1ccccc1F
→ -17% | 1% | 16%
COc1ccccc1N(C)C(=O)c1cc(S(=O)(=O)N2CCCC2)cn1C
→ 1% | ? | 2%
CCOc1ccc(NC(=O)c2ccc(N3CC4CC(C3)c3cccc(=O)n3C4)c(N)c2)cc1 (stereo unspecified)
→ ? | -9% | 1%
COc1cccc2c1cc1c(=O)n(CC(=O)NCc3ccc(N(C)C)cc3)nc(C)n12
→ 1% | -1% | -4%
CCCCc1c(O)nc(SCC(=O)NC(C)(C)C)n(-c2ccccc2C)c1=O
→ -14% | 0% | -3%
CCOC(=O)c1ccc2ncc(C(=O)OCC)c(NCCN3CCOCC3)c2c1
→ ? | -10% | 10%

# An excerpt of these results, with each value named.
CCc1noc(C)c1C(=O)OC(C)C(=O)Nc1ccc(Cl)cn1 (stereo unspecified)
  DT40 TDP1 CPT: -6%
  GCN5L2 inh: -5%
  FEN1 inhibitor: 1%
O=C(N/N=C/c1ccc2c(c1)OCO2)c1cc(-c2ccco2)nc2ccccc12
  DT40 TDP1 CPT: 9.2µM*
  GCN5L2 inh: -9%
  FEN1 inhibitor: 11%

# Following part.
# Order of values – DT40 TDP1 CPT | GCN5L2 inh | FEN1 inhibitor
CCCCNc1sc(S(=O)(=O)CC)nc1S(=O)(=O)c1ccc(C)cc1
→ ? | -8% | -11%
CC(=O)Nc1ccc(CN2CCC(CO)(CCOc3ccccc3)CC2)cc1
→ 18% | -15% | 17%
CSc1sc(-c2n[nH]c(=S)n2C)c2c1C=CCC2
→ -2% | 15% | 3%
CC(NC(=O)C12CC3CC(CC(O)(C3)C1)C2)c1ccccc1 (stereo unspecified)
→ -26% | 0% | 13%
CC1=C(C(=O)NCc2ccccc2)C(c2ccccc2OCC(N)=O)NC(=O)N1 (stereo unspecified)
→ -1% | -7% | -6%
O=C(NCc1nc2ccccc2[nH]1)C1=C[C@@H](c2csc3ccccc23)C[C@@H](OCCCCO)O1
→ ? | -11% | 3%
Clc1nc(Nc2ccc(N3CCOCC3)cc2)c2ccccc2n1
→ ? | 2% | -19%
COCC(=O)OCC(=O)c1cc(C)n(-c2ccc(Br)cc2)c1C
→ ? | -6% | 14%
Cc1ccc(NC(=O)CN2CCN(c3ccccn3)CC2)cc1S(=O)(=O)N(C)C
→ ? | 1% | 37%[activator]
N#CC1(NC(=O)CSc2nnc(C3CC3)n2C2CC2)CCCCC1
→ -10% | -3% | 0%
CCOc1cc(/C=N/NC(=O)C(=O)NCc2cccnc2)ccc1O
→ -15% | -6% | -8%
CCOc1ccc(CCNC(=O)CSc2cc(=O)n(CC)c3ccccc23)cc1OCC
→ ? | 0% | 12%
CCCCN1CC[C@@H]2C=CC[C@H](C(=O)OC)[C@@H]2C1=O
→ -16% | -3% | 2%
COc1ccc(S(=O)(=O)Nc2cc3c4c(c2)CC(=O)N4CCC3)cc1C
→ ? | 4% | -13%
O=C(Nc1ccccc1C(=O)N1CCOCC1)c1cccc(S(=O)(=O)N2CCCC2)c1
→ -2% | -3% | -14%
COc1ccc(NC(=S)N(Cc2cccnc2)Cc2cc3cc(OC)c(OC)cc3[nH]c2=O)cc1
→ ? | -3% | -21%
C[C@H](NC(=O)[C@@H]1Cc2ccccc2CN1)C(=O)NC1CCCCC1
→ -19% | -3% | -2%
S=C(NC1CCCC1)NC1CCCC1
→ 1% | 17% | -4%
CC(C)c1nnc(NC(=O)COC(=O)/C=C/c2ccc([N+](=O)[O-])cc2)s1
→ -4% | 0% | -7%
O=C(COC(=O)c1cc(Cl)ccc1O)Nc1ccc2c(c1)OCCO2
→ ? | -4% | -7%
CC(=O)N1CCc2c(sc(NC(=O)Cc3ccc(C)cc3C)c2C#N)C1
→ ? | 0% | 3%
c1ccc(-c2cc(-c3nc4ccccc4[nH]3)c3ccccc3n2)cc1
→ ? | -18% | -6%
Cc1ccc(NC(=O)CCSc2nnc(C)o2)cc1
→ 1% | 1% | 5%
Cc1ccccc1NC(=O)Cn1cnc2c(oc3nc4c(cc32)COC(C)(C)C4)c1=O
→ -15% | -3% | -5%
O=C(CCCN1C(=O)/C(=C\c2ccccc2)SC1=S)N1CCOCC1
→ 23µM* | -15% | -15%
O=C(c1ccco1)N1CCCC(c2nc3c(nnn3Cc3cccc(Cl)c3)c(=O)[nH]2)C1 (stereo unspecified)
→ ? | -1% | 10%
COc1ccc(/C=N/NC(=O)c2ccc(CN3c4cccc5cccc(c45)S3(=O)=O)cc2)cc1
→ 1% | -13% | 3%
CS(=O)(=O)Nc1cccc(C2=NN(C(=O)c3ccc(F)cc3)C(c3cccs3)C2)c1 (stereo unspecified)
→ ? | 20% | -1%
CN(C)CC1CCCCC1OC(=O)c1ccc(Br)cc1 (stereo unspecified)
→ 10% | -2% | -6%
Nc1c(C(=O)NCc2ccccc2)sc2nc(N3CCOCC3)c3c(c12)CCCC3
→ ? | -25% | -19%
COc1ccccc1Cn1c(=S)[nH]c2ccccc2c1=O
→ ? | -10% | 5%
CC(C)C(=O)Nc1ccc([N+](=O)[O-])cc1Br
→ -15% | -3% | -4%
Cc1cc(C)nc(N2CCC(C(=O)NCc3ccccc3)CC2)n1
→ -2% | 2% | 7%
CCN1CCSc2ccc(C(=O)Nc3ccc(NC(C)=O)cc3)cc21
→ ? | -4% | -9%
O=C(N/N=C/c1cc([N+](=O)[O-])ccc1O)c1cc(-c2ccccc2)nc2ccccc12
→ 5.8µM* | -17% | 10%
O=C(c1cccs1)c1ccc(-c2cccs2)s1
→ -10% | -12% | -20%
Cn1ccnc1SCC(=O)c1ccc([N+](=O)[O-])cc1
→ 18µM* | -7% | -9%
CCOC(=O)c1cc(NCc2cccs2)ccc1N1CCOCC1
→ -9% | 2% | -15%

# Single records, from the list above. Screens in order: DT40 TDP1 CPT, GCN5L2 inh, FEN1 inhibitor
# Profile of CCOc1ccc(CCNC(=O)CSc2cc(=O)n(CC)c3ccccc23)cc1OCC : ?, 0%, 12%
# Profile of O=C(NCCCCc1ccccc1)C12CN(Cc3ccccc3)CC1C(c1cccc([N+](=O)[O-])c1)=NO2 (stereo unspecified) : -25%, -3%, -2%

# Nothing new here: 5 of the compounds above.
# Order of values – DT40 TDP1 CPT | GCN5L2 inh | FEN1 inhibitor
CC(=O)N1CCc2c(sc(NC(=O)Cc3ccc(C)cc3C)c2C#N)C1
→ ? | 0% | 3%
c1ccc(-c2cc(-c3nc4ccccc4[nH]3)c3ccccc3n2)cc1
→ ? | -18% | -6%
Cc1ccc(NC(=O)CCSc2nnc(C)o2)cc1
→ 1% | 1% | 5%
Cc1ccccc1NC(=O)Cn1cnc2c(oc3nc4c(cc32)COC(C)(C)C4)c1=O
→ -15% | -3% | -5%
O=C(CCCN1C(=O)/C(=C\c2ccccc2)SC1=S)N1CCOCC1
→ 23µM* | -15% | -15%

# Only part of the results is shown. The share of hits here may be higher or lower than overall.
